Source: PubChem BioAssay
HPDE-C7K KRASV12 – cytotoxicity in KRAS-transformed pancreatic duct cells, primary screen, cell-based, fluorescence, HTS (AID 431). 63,000 compounds, 1.7% hits. HPDE-C7K KRASV12 cells, Alamar Blue viability, 48 h; higher % means a stronger effect. one-dose cytotoxicity, % at 10 µM; EC50 in µM for titrated hits;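 active = compounds whose percent cytotoxicity in the single-dose primary screen, scaled between solvent and toxic-drug controls, exceeds 50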;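 note: 0% = DMSO solvent wells and 100% = doxorubicin-treated wells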
Spn MK inh – S. pneumoniae MK inhibitors, primary screen, biochemical, PK/LDH-coupled NADH absorbance; purified MK, PK/LDH-coupled NADH absorbance 340 nm; 65,000 compounds, 0.48% hits; inhibition, % at 10 µM; AID 555, 2006; mevalonate kinase [Streptococcus pneumoniae D39];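 active = ranked among the strongest by inhibition in the single 10 µM screen, a fixed top-ranked set picked for dose follow-up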; note: no value below 0 was filed
HT1080 viability – cytotoxicity in HT1080 fibrosarcoma cells, cell-based, fluorescence readout (AID 620) | HT1080 viability, fluorescence; higher % means a stronger effect | cytotoxicity, % at 10 µM; hits with a dose series show EC50 in µM | 87,000 compounds, 0.42% hits;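 note: cells exposed to compound overnight then 4 h with Alamar Blue; 0% = vehicle DMSO and 100% = killing control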
LYP inhibition – LYP phosphatase inhibitors, primary screen, biochemical, DiFMUP fluorescence, recombinant catalytic domain, 10 µM (AID 606) | recombinant LYP catalytic domain, DiFMUP fluorescence; higher % means a stronger effect | inhibition, % at 10 µM, or IC50 in µM where a hit was titrated | 52,000 tested, under 10 active;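 active = IC50 under 40 µM in the dose-response test; inactive = IC50 of 40 µM or more, or never dose-tested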
TNAP inhibition – human TNAP enzyme inhibitors, biochemical, luminescent (AID 518); 64,000 compounds, 0.09% hits; Alkaline phosphatase, tissue-nonspecific isozyme (Homo sapiens); purified TNAP enzyme, luminescent substrate readout; higher % means a stronger effect; inhibition, % at 20 µM, or IC50 in µM where a hit was titrated; in the data active = a potency from the dose series; inactive = the rest, 99 in 100 with inhibition below about 22%;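 note: plate controls were vehicle for no effect and reference inhibitor for full effect; many of its hits are not listed in these tables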
HPDE-C7 viability – cytotoxicity in HPDE-C7 cells, cell-based, fluorescence, HTS (AID 430); HPDE-C7 pancreatic duct cells viability, fluorescence; higher % means a stronger effect; one-dose cytotoxicity, % at 10 µM; EC50 in µM for titrated hits; 63,000 compounds, 1.8% hits;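 note: cells exposed to compound for 48 hours before viability readout; 0% = vehicle and 100% = reference cytotoxic drug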
PMK inhibit – S. pneumoniae PMK inhibitors, primary screen, biochemical, mevalonate pathway, pilot trial included; purified PMK, PK/LDH-coupled NADH absorbance 340 nm; phosphomevalonate kinase (Streptococcus pneumoniae D39); 65,000 compounds, 0.49% hits; AID 539, 2006; inhibition, % at 10 µM;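 active = top-ranked compounds by inhibition in the single 10 µM screen, taking a fixed number of the strongest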;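 note: 0% = full reaction with DMSO carrier and 100% = background rate without enzyme reaction; no value below 0 was filed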
Bfl-1 displacement – Bfl-1 inhibitors, primary screen, biochemical, fluorescence polarization, FITC-Bid, mouse (AID 432). Bcl-2-related protein A1 (Mus musculus). FITC-Bid BH3 peptide fluorescence polarization displacement; higher % means a stronger effect. one-dose displacement, % at 20 µM; IC50 in µM for titrated hits. 64,000 compounds, 0.02% hits; in the data active = a potency from the dose series; inactive = the rest, 99 in 100 with displacement below about 15%; note: strong numbers were not always called active
DPM-DC inhibit – S. pneumoniae DPM-DC inhibitors, primary screen, biochemical, PK/LDH-coupled NADH fluorescence; diphosphomevalonate decarboxylase (Streptococcus pneumoniae D39); purified DPM-DC; calls only at 10 µM; 65,000 compounds, 0.49% hits; AID 556, 2006;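 active = the 320 compounds with the highest percent inhibition in the single-dose primary screen, excluding strongly autofluorescent ones, cut at about 32% in these data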;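 note: kinetic rate of NADH fluorescence loss reporting ADP formed by the decarboxylase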
PMK inhibit pilot replicates – recorded beside PMK inhibit, whose call it bears; inhibition, %; measured here: pilot screen replicates
Spn MK inh pilot replicates – also measured in Spn MK inh; calls as there; inhibition, %; measured here: pilot screen replicates
DPM-DC inhibit pilot screen % – recorded beside DPM-DC inhibit, whose call it bears; inhibition, %; measured here: pilot screen trials
Starred values were filed as active, the others as inactive; i = inactive; . = not tested or not shown. Cut-off read from the data, not from the text of the source, unless noted: active = cytotoxicity above about 50%; inactive = the rest.

SMILES	HPDE-C7K KRASV12	Spn MK inh	HT1080 viability	LYP inhibition	TNAP inhibition	HPDE-C7 viability	PMK inhibit	Bfl-1 displacement	DPM-DC inhibit	others
Cc1nc2ccc(Cl)cc2nc(C)/c1=N\O	-8%	0	2%	4%	9%	-6%	4	-1%	i
O=C(c1ccc(C(F)(F)F)cc1)N1CCCCC1	-10%	7	0%	-36%	5%	-1%	14	-5%	i
COc1ccc(-c2nnc(SCc3cc(C)cc(C)c3)o2)cc1	-5%	0	4%	.	17%	-4%	14	-2%	i
NC(=O)C1(N2CCCCC2)CCN(C(=O)Nc2ccccc2C(F)(F)F)CC1	10%	0	1%	7%	12%	14%	20	-4%	i	PMK inhibit pilot replicates=4.0;Spn MK inh pilot replicates=0.5;DPM-DC inhibit pilot screen %=0.0
CCn1c(SCC(=O)N2CCN(c3ccccc3)CC2)nnc1-c1ccoc1C	15%	1	-3%	3%	11%	-1%	10	1%	i
CC1=CCC(C(=O)O)C(C(=O)O)C1 (stereo not given)	-23%	7	.	7%	11%	-14%	0	-2%	i
O=C(CN1C(=O)CSC1=O)NCc1ccccc1	8%	7	2%	7%	14%	8%	2	-5%	i
CCOC(=O)c1cnn(-c2ncnc3sc(C)c(C)c23)c1N	-6%	0	4%	9%	4%	2%	5	-7%	i
O=C(Nc1ccc(Cc2ccncc2)cc1)c1ccco1	-7%	3	3%	7%	15%	1%	1	-8%	i
CCCC(=O)NCCCc1nc2ccccc2[nH]1	4%	0	-5%	9%	-1%	5%	7	0%	i
CCOC(=O)CSc1nnc(CNC(=O)c2ccc(OC)cc2)n1Cc1ccccc1	4%	7	-3%	14%	11%	1%	15	1%	i
N#Cc1cc2ccc(N3CCOCC3)cc2cc1C#N	12%	10	4%	8%	9%	17%	4	4%	.	PMK inhibit pilot replicates=0.5;Spn MK inh pilot replicates=2.0
CC(C)Sc1nnc(NC(=O)C2CC2)s1	-12%	0	3%	7%	0%	-20%	0	1%	i
Cc1nnc2sc(-c3cc4ccccc4o3)nn12	8%	0	1%	10%	14%	6%	7	-3%	i
CCc1c(C)c2nncn2[nH]c1=O	5%	5	0%	.	3%	9%	0	3%	i
Cc1c(CN(C)C)c2c(n1C)C(=O)c1ccc(Br)cc1-2	0%	7	4%	6%	17%	4%	2	-4%	i
Cc1cccn2c(=O)c3cc(C(=O)N4CCc5ccccc5C4)n(C)c3nc12	7%	5	2%	4%	-2%	6%	10	4%	.
CCOC(=O)Cc1csc(NC(=O)CSc2nnc(Cc3csc(N)n3)n2C)n1	-4%	8	1%	5%	8%	-6%	3	-5%	i
COc1ccc(N2C(=O)CC(N3CCN(c4nc5ccccc5s4)CC3)C2=O)cc1 (stereo not given)	-2%	6	-2%	0%	5%	8%	7	1%	i
CCS(=O)(=O)n1nc(NCc2cccc(OC)c2)nc1NCc1cccc(OC)c1	-7%	9	-5%	20%	9%	-4%	5	0%	i
O=C(CC(Nc1ccc(F)cc1)C(=O)O)c1ccccc1 (stereo not given)	22%	6	5%	-5%	13%	10%	7	-2%	i
O=C(CN1CCOCC1)N(c1ccccc1)c1ccc2ccccc2c1	-16%	10	-4%	-11%	8%	1%	14	-3%	i
O=C(Cc1ccc(-n2cnnn2)cc1)NC12CC3CC(CC(C3)C1)C2	-3%	10	3%	12%	6%	-6%	12	-3%	i
CC1=CC2=NC(=O)CC(C)(C(=O)N(CC(=O)NC(C)(C)C)C3CCCC3)N2C=C1 (stereo not given)	1%	0	1%	11%	16%	1%	7	-3%	.
CCOC(=O)c1cnc(SC2CC(=O)N(c3ccc(OC)c(OC)c3)C2=O)nc1N (stereo not given)	-10%	8	-2%	.	6%	-3%	0	3%	i	PMK inhibit pilot replicates=3.0;Spn MK inh pilot replicates=6.5;DPM-DC inhibit pilot screen %=5.5
O=C(CNC(=O)c1ccc(Br)o1)Nc1cccc(-c2cnc3ccccc3n2)c1	-7%	5	-8%	4%	9%	4%	10	2%	i
CCC(Sc1nc(=O)cc(N)n1CCc1ccccc1)C(=O)Nc1cc(C)on1 (stereo not given)	-10%	0	5%	5%	15%	-4%	12	3%	i
O=C1Nc2ccc(S(=O)(=O)N3CCCC3C(=O)O)c3cccc1c23 (stereo not given)	11%	2	3%	7%	2%	11%	0	-2%	i
COC(=O)[C@H](CC(C)C)NC(=O)NC1CCCc2ccccc21 (stereo not given in full)	14%	8	-1%	2%	13%	4%	7	-9%	i
CCOC(=O)Cn1c(CN(C)Cc2ccccc2)nc2c1c(=O)n(C)c(=O)n2C	-6%	9	23%	3%	11%	-14%	4	-6%	i	PMK inhibit pilot replicates=7.5;Spn MK inh pilot replicates=0.5;DPM-DC inhibit pilot screen %=4.0

6 entries drawn at random from the list so far:
SMILES	HPDE-C7K KRASV12	Spn MK inh	HT1080 viability	LYP inhibition	TNAP inhibition	HPDE-C7 viability	PMK inhibit	Bfl-1 displacement	DPM-DC inhibit	others
CCOC(=O)Cc1csc(NC(=O)CSc2nnc(Cc3csc(N)n3)n2C)n1	-4%	8	1%	5%	8%	-6%	3	-5%	i
COc1ccc(N2C(=O)CC(N3CCN(c4nc5ccccc5s4)CC3)C2=O)cc1 (stereo not given)	-2%	6	-2%	0%	5%	8%	7	1%	i
O=C(CN1CCOCC1)N(c1ccccc1)c1ccc2ccccc2c1	-16%	10	-4%	-11%	8%	1%	14	-3%	i
CC1=CC2=NC(=O)CC(C)(C(=O)N(CC(=O)NC(C)(C)C)C3CCCC3)N2C=C1 (stereo not given)	1%	0	1%	11%	16%	1%	7	-3%	.
O=C1Nc2ccc(S(=O)(=O)N3CCCC3C(=O)O)c3cccc1c23 (stereo not given)	11%	2	3%	7%	2%	11%	0	-2%	i
COC(=O)[C@H](CC(C)C)NC(=O)NC1CCCc2ccccc21 (stereo not given in full)	14%	8	-1%	2%	13%	4%	7	-9%	i

Remaining list, next part.
SMILES	HPDE-C7K KRASV12	Spn MK inh	HT1080 viability	LYP inhibition	TNAP inhibition	HPDE-C7 viability	PMK inhibit	Bfl-1 displacement	DPM-DC inhibit	others
Cn1c(CCN2CCOCC2)nc2cc(NC(=O)COc3ccccc3)ccc21	35%	3	-1%	.	11%	-5%	8	-4%	i
Cc1nnc(SCC2CCCO2)n1-c1ccccc1 (stereo not given)	-18%	1	3%	17%	12%	-20%	3	-9%	i
CN(CC(O)COCc1cccs1)C1CCCCC1 (stereo not given)	21%	0	-1%	-5%	-8%	2%	10	6%	i	PMK inhibit pilot replicates=6.0;Spn MK inh pilot replicates=1.5;DPM-DC inhibit pilot screen %=0.5
O=C(O)C1CCCN1C(=O)Nc1ccc(F)cc1 (stereo not given)	4%	5	-8%	0%	12%	-3%	9	5%	i	PMK inhibit pilot replicates=1.5;Spn MK inh pilot replicates=0.0;DPM-DC inhibit pilot screen %=0.0
CN(C)c1ccc(-c2nn3c(-c4ccccc4Cl)nnc3s2)cc1	57%*	6	57%*	14%	2%	64%*	0	10%	.
N#Cc1nc(-c2cccs2)oc1NCCc1ccccc1	50%*	0	24%	2%	21%	12%	10	-5%	.	PMK inhibit pilot replicates=0.5;Spn MK inh pilot replicates=0.0
CCOC(=O)N1CCN(S(=O)(=O)c2cc(OCC(N)=O)c(C)cc2Cl)CC1	-1%	4	3%	7%	6%	-4%	1	-6%	i
O=c1cc(CN2CCN(c3ccc(F)cc3)CC2)nc2sccn12	-8%	0	-2%	-3%	18%	-3%	8	19%	i	PMK inhibit pilot replicates=0.0;Spn MK inh pilot replicates=2.5;DPM-DC inhibit pilot screen %=0.0
CCC(C)NC(=O)Cn1cc2c(n1)CCC(C)C2 (stereo not given)	-7%	8	-6%	-3%	-3%	-7%	16	-2%	i
Cc1cc2cc(C(c3nnnn3Cc3ccco3)N3CCc4ccccc43)c(=O)[nH]c2cc1C (stereo not given)	1%	9	-11%	11%	11%	-3%	14	6%	i
COC(=O)CSc1nc2cc3c(cc2cc1C)OCCO3	-4%	14	1%	-5%	19%	-15%	13	-2%	i
COc1ccc(OC)c(C2C(C(N)=O)=C(C)Nc3nc(-c4cccc(Cl)c4)nn32)c1 (stereo not given)	0%	.	-1%	.	-6%	8%	0	-3%	i
CCOC(=O)C1=CSC2=NS(=O)(=O)CCN12	-3%	11	0%	.	11%	-15%	0	-3%	i
CCOc1ccc(NC(=O)CN2C(=O)C3CC=CCC3C2=O)cc1 (stereo not given)	-8%	1	-4%	16%	16%	-14%	5	-2%	i
Clc1cccc(Cl)c1-c1nnc2ccc(N3CCOCC3)nn12	4%	10	7%	5%	10%	-1%	7	-3%	i
Cc1cc(C)n2nc(NCc3ccccc3)nc2n1	-7%	4	4%	.	14%	-13%	7	-8%	.
COc1ccc(C2Nc3ccccc3C(=O)N2Cc2ccco2)cc1CN1C(=O)c2ccccc2C1=O (stereo not given)	-4%	1	-8%	3%	8%	5%	3	-5%	i
CCOC(=O)CSc1nc2c(c(=O)n(C)c(=O)n2C)n1Cc1ccccc1F	0%	8	-3%	9%	8%	-4%	5	-10%	i
COc1cccc(C2c3c(oc4ccccc4c3=O)C(=O)N2c2ccccn2)c1 (stereo not given)	4%	9	-6%	1%	4%	2%	14	-3%	i
O=c1c2cnn(-c3ccccc3)c2ncn1Cc1ccccc1F	-14%	6	2%	13%	-1%	-21%	0	-3%	i
CC(C)Oc1snc(Cl)c1C(N)=O	8%	3	8%	.	7%	2%	14	-13%	i
NC(=O)CSc1nnc(Cn2c(=O)sc3ccccc32)n1-c1cccc(Cl)c1	18%	5	8%	5%	0%	12%	7	-4%	i
COCCc1ccc(OCC(O)CNC(C)C)cc1 (stereo not given)	-1%	5	-7%	15%	16%	-1%	6	-5%	i	PMK inhibit pilot replicates=3.0;Spn MK inh pilot replicates=0.0;DPM-DC inhibit pilot screen %=0.0
COc1ccc(N2CCN(C(=O)CSc3nnc4ncccn34)CC2)cc1	-1%	9	7%	11%	3%	2%	0	-4%	i
Cc1ccc(Cn2ccc(NC(=O)c3cc(-c4ccccc4)on3)n2)cc1	7%	1	8%	2%	6%	1%	9	-3%	i
O=C(NCc1ccco1)c1cnn2c(C(F)(F)F)cc(-c3ccco3)nc12	-4%	8	28%	4%	13%	-14%	0	0%	i	PMK inhibit pilot replicates=3.0;Spn MK inh pilot replicates=1.0;DPM-DC inhibit pilot screen %=14
COc1cc(OC)c(NC(=O)CCNC(=O)Cn2cnc3ccccc3c2=O)cc1Cl	-7%	8	14%	3%	7%	-7%	0	-9%	i
COc1ccc(N2CCN(Cc3nc(N)nc(N4CCCc5ccccc54)n3)CC2)cc1	-14%	6	-9%	15%	8%	-8%	3	-3%	i
